Assay outcomes (PubChem)
aSyn yeast rescue – alpha-synuclein toxicity suppression in yeast. S. cerevisiae alpha-synuclein toxicity rescue, BacTiter-Glo growth, 24 h. Potency, µM (highest dose often 46.1 µM), without a hit: at the top dose growth rescue (activation), hits mostly activators. actives 0.02% (n = 94,000). AID 1347070; active = well fitted activation curve with a large enough effect; inconclusive = small, poorly fitted or top-dose-only effect; also: 0% is about no effect
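Growth restoration measured by BacTiter-Glo luminescence after 24 hr at 30 deg C; alpha-synuclein yeast, raffinose-pregrown to mid-log, were added at OD600=0.02 in galactose medium onto pinned compounds.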
An asterisk follows results filed as active; ? = inconclusive; & = joins results of further samples; [ ] = another dose, or the depositor's remark. Potency is read from the fitted curve at half-maximal effect. Only part of the results is shown. The share of hits here may be higher or lower than overall.

SMILES	aSyn yeast rescue
O=S(=O)(NCC(c1cccs1)N1CCc2ccccc2C1)c1ccccc1 (configuration not stated)	0%
CCC(=O)N1c2ccccc2CC1C(=O)NCCc1ccc(SC)cc1 (configuration not stated)	-4%
COc1cc2[nH]c(Cl)c([N+](=O)[O-])c2cc1OC	-2%
C[C@@H]1CN([C@@H](C)CO)C(=O)CCCn2nncc2CO[C@@H]1CN(C)C(=O)c1ccc(N2CCN(C)CC2)cc1	12%
COc1ccccc1NC(=O)CSc1oc(-c2ccccc2)nc1S(=O)(=O)c1ccccc1	-1%
O=C(CCCN1C(=O)c2cccc3cccc(c23)C1=O)OCC(=O)N1CCCCC1	15%
CCCCN(CCCC)CC(O)Cn1c2ccccc2c(=O)c2ccccc21 (configuration not stated)	8%
O=S(=O)(c1ccc(Br)cc1)c1nnn2c1nc(NC1CCCCCC1)c1sccc12	-7%
Cc1ccc(C(=O)Nc2nnc(S(=O)(=O)N(C)Cc3ccco3)s2)cc1	0%
COCCNC(=S)N/N=C(\C)c1ccccc1F	-11%
O=C(NNC(=S)Nc1cccc(C(F)(F)F)c1)c1ccncc1	-4%
CCc1ccc(OCC(=O)Nc2c(C(=O)c3ccc(Br)cc3)oc3ccccc23)cc1	7%
COc1ccc(NC(=O)c2cccn(CC=C(C)C)c2=O)cc1	7%
Cc1ccc(NC(=O)c2cc(=O)n(Cc3ccccc3)c(=O)[nH]2)cc1C	5%
CC(C)(C)c1ccc(-c2nc(SCC(=O)Nc3ccc(Cl)cc3)[nH]c(=O)c2C#N)cc1	0%
O=c1cc(CSc2ccccc2)[nH]c2ccc(F)cc12	-2%
Cc1ccc(CC(=O)Nc2ccc3c(c2)N(C)C(=O)c2ccccc2S3)cc1	-14%
CCOC(=O)N1CCN(C(=O)c2ccc3c(c2)N(Cc2ccccc2F)C(=O)c2ccccc2S3=O)CC1 (configuration not stated)	-4%
COc1cc(/C=C2\C(=O)NN(c3ccc(C)cc3)C2=O)cc([N+](=O)[O-])c1O	-6%
Cn1cccc2[nH]c(=O)nc1-2	8%
O=C(Cn1c(SCc2ccc(F)cc2)nc2cccnc21)Nc1ccccc1F	5%
Cc1cccc(OCc2ccc(-c3nc(C#N)c(N4CCC(C(N)=O)CC4)o3)o2)c1	0%
Cc1cccc(NC(=O)CC2Nc3cccc4cccc(c34)NC2=O)c1 (configuration not stated)	11%
CC(C)n1c(SCC(=O)N2CCN(C(=O)c3ccco3)CC2)nc2c1c(=O)n(C)c(=O)n2C	-6%
Cc1nn(Cc2ccccc2Cl)c(C)c1NC(=O)c1cc(C(C)C)on1	11%
CCCCN1C[C@H](C)[C@@H](CC(=O)Nc2ccc(OC)cc2)C1=O	-3%
CCc1ccc(-n2c(SCC(=O)NC(C)CC)nc3n[nH]c(C)c3c2=N)cc1 (configuration not stated)	-1%
Cc1ccc(C)c(NS(=O)(=O)c2cc(C(=O)N3CCCC3)ccc2Cl)c1	1%
O=S(=O)(O)Sc1ccccc1	9%
COCCCNC(=S)N1CCN(S(=O)(=O)c2ccc(OC)cc2)CC1	-5%
CC1=CC(=O)Nc2ncccc2O1	-45%[inhibitor]
Cc1cc(C)cc(N2C(=O)CSC23C(=O)N(CC(=O)Nc2ccc(F)cc2F)c2ccccc23)c1 (configuration not stated)	5%
COc1cc(-c2nnc(SCCOc3ccc(Cl)cc3C)o2)cc(OC)c1OC	7%
COc1ccc(OC)c(-c2csc(NC(=O)Cc3ccccc3F)n2)c1	-20%
COc1ccc(NC(=O)c2c(C(F)(F)F)nn(C)c2Cl)cc1	5%
O=C(N/C(=C/c1cccc([N+](=O)[O-])c1)C(=O)N1CCCCC1)c1cccs1	4%
Cc1cc(C)cc(NC(=O)CSc2nc(=O)n(CCN3CCOCC3)c3c2CCCC3)c1	3%
COc1ccccc1N(C)C(=O)c1cc(S(=O)(=O)N2CCc3ccccc32)cn1C	7%
CCc1cccc(C)c1Nc1c(-c2ccc(N(C)C)cc2)nc2cnccn12	?
CCCc1cnc2c(c1SCC(=O)Nc1ccccc1F)c(=O)n(C)c(=O)n2C	-11%
CCc1ccc(NC(=O)N2CCOc3ccc(Cl)cc32)cc1	3%
O=c1c2ccccc2ncn1-c1ccc([N+](=O)[O-])cc1[N+](=O)[O-]	-8%
Nc1cccnc1Oc1ccc(F)cc1	10%
COc1cc(/C=C2/SC(N)=NC2=O)ccc1Oc1ccc([N+](=O)[O-])cc1[N+](=O)[O-]	5%
CCOC(=O)c1cc(-c2ccccc2)n(CCCC(=O)Nc2cccc(C)c2C)c1C	-12%
Nc1nnc(N2CCc3ccccc32)s1	9%
CCC(=O)N1c2ccccc2CC1C(=O)NCc1cccc(C)c1 (configuration not stated)	-1%
COc1cccc(NC(=O)C2CCCN(S(=O)(=O)c3cn(C(C)C)cn3)C2)c1 (configuration not stated)	-13%
CC(Oc1ccc(Cl)cc1)C(=O)Nc1cccc(S(=O)(=O)N2CCCC2)c1 (configuration not stated)	5%
CCn1cc(C(=O)NCc2ccc(C)cc2)c(=O)c2cc(S(=O)(=O)N3CCc4ccccc4C3)ccc21	1%
(list continues)
SMILES	aSyn yeast rescue
N#C/C(=C/c1ccc(Cl)cc1Cl)c1nc2ccccc2c(=O)[nH]1	-5%
O=C(CN(C(=O)c1ccc(Cl)cc1)N1C(=O)C2C3C=CC(C3)C2C1=O)c1cccs1 (configuration not stated)	-36%[inhibitor]
CCOc1ccc(OCC)c(NC(=O)c2nnn(CC(=O)Nc3ccc(C)cc3C)c2N)c1	3%
COc1ccccc1N1CCN(c2cc(C)nc3c(-c4ccc(Cl)cc4)c(C)nn23)CC1	6%
COc1ccccc1CNC(=O)c1ccc2c(c1)CCN2S(=O)(=O)c1ccccc1	9%
CCc1ccc(C(=O)COC(=O)C(NC(=O)C2CCC(C)CC2)C(C)C)cc1 (configuration not stated)	-9%
CCc1cc2c(SCC(=O)N3CCN(C(=O)c4cccs4)CC3)ncnc2s1	-1%
COc1cc(OC)c(OC)cc1C=Cc1ccc2ccccc2n1	-11%
O=C(CCS(=O)(=O)Cc1ccccc1F)NCc1ccccc1Cl	-7%
COc1ccccc1N1N=C(C(=O)c2ccccc2)C2C(=O)N(c3ccc(Br)cc3)C(=O)C21 (configuration not stated)	-9%
COc1ccc(-c2cc(C(C)=O)c(C)n2CCC(=O)NCc2ccccc2OC)cc1	7%
Cc1ccc(-c2nc(C)c(CCNC(=O)c3ccccc3Br)s2)cc1	5%
O=C(c1cccc(NC2=NC3CS(=O)(=O)CC3S2)c1)N1CCN(c2cccc(Cl)c2)CC1 (configuration not stated)	3%
COc1ccc(CCNC(=O)c2cc3cc(F)ccc3nc2C)cc1OC	-1%
COc1ccc(NC(=O)c2cc(-c3ccc(OC)c(OC)c3)nc3ccccc23)c(OC)c1	-3%
COC(=O)c1ccccc1NC(=O)C1=CC(c2cccs2)=NS(=O)(=O)N1C	-1%&-8%
O=C(/C=C/c1ccccc1[N+](=O)[O-])NCCN1C(=O)S/C(=C\c2ccc(F)cc2)C1=O	2%
COc1cccc(N2C(=O)C(CC(=O)Nc3cccc(F)c3)N(C3CCCC3)C2=O)c1 (configuration not stated)	-1%
CCOC(=O)c1ccc(NC(=O)c2ccc3c(c2)c(C)c(C)n3Cc2ccc(F)cc2)cc1	-8%
S=c1[nH]nc(C(c2ccccc2)C2CCCCC2)o1 (configuration not stated)	-10%
CCN(C(=O)CSc1nc2ccccc2n1Cc1ccc(F)cc1Cl)c1ccccc1	6%
CC1Cc2cc(S(=O)(=O)NCCc3ccc(Cl)cc3)ccc2N1C(=O)C1CCC1 (configuration not stated)	?
Cc1ccc(C(=O)NCCCNC(=O)COc2ccc(C)c(C)c2)cn1	-9%
O=c1cc(CSc2nnc(Nc3ccccc3F)s2)nc2sccn12	-6%
COc1cccc(-c2nc(CS(=O)(=O)CC(=O)N3CCN(C)CC3)c(C)o2)c1	-2%
COc1ccccc1OCCCn1c(C2CC(=O)N(c3ccc(F)cc3)C2)nc2ccccc21 (configuration not stated)	-2%
COc1ccccc1NC(=S)N(CCCN1CCOCC1)Cc1cn(C)c2ccccc12	-2%
O=C(C1CCN(Cc2cccs2)CC1)N1CCN(Cc2ccc3c(c2)OCO3)CC1	-10%
C=C(C)c1cccc(C(C)(C)NC(=O)NCc2ccc(OC)cc2)c1	0%
C[C@H](CO)N1C[C@H](C)[C@@H](CN(C)S(=O)(=O)c2cn(C)cn2)Oc2cc(Br)ccc2S1(=O)=O	1%
Cc1ccc(C)c(N2CCN(CCCNC(=O)c3cnn(-c4ccc(F)cc4)c3C3CCN(C(=O)OC(C)(C)C)CC3)CC2)c1	-16%
Cc1ccc(Nc2c([N+](=O)[O-])ccc3c2=NC2(CCCCC2)N=3)cc1	3%
COc1ccc2c(c1)c(C(=O)N/N=C/c1ccc(O)c(O)c1)c(C)n2C	-12%
O=c1cc(N2CCCCC2)[nH]c(=O)n1C1CCCCC1	0%
Oc1c(C(c2ccccc2)N2CCN(Cc3ccccc3)CC2)sc2ncnn12 (configuration not stated)	-6%
CCOc1ccc(C(=O)Nc2nnc(S(=O)(=O)Nc3ccccc3C)s2)cc1	0%
Cc1cc(=O)[nH]c2nnc(SCC(=O)Nc3ccc(OC(F)(F)F)cc3)n12	-9%
CCN(CC)CCOC(=O)c1ccc(NC(=O)CSc2cc(=O)n(CC)c3ccccc23)cc1	-3%
CCOc1cc(C(=O)Nc2ncn[nH]2)cc(OCC)c1OCC	7%
O=C(Nc1ccc(F)cc1F)c1cc(S(=O)(=O)N2CCCCC2)c[nH]1	-6%

An excerpt of these results, with bars between the fields:
canonical_smiles | aSyn yeast rescue
Cc1ccc(C(=O)NCCCNC(=O)COc2ccc(C)c(C)c2)cn1 | -9%
O=c1cc(CSc2nnc(Nc3ccccc3F)s2)nc2sccn12 | -6%
COc1cccc(-c2nc(CS(=O)(=O)CC(=O)N3CCN(C)CC3)c(C)o2)c1 | -2%
COc1ccccc1OCCCn1c(C2CC(=O)N(c3ccc(F)cc3)C2)nc2ccccc21 (configuration not stated) | -2%
COc1ccccc1NC(=S)N(CCCN1CCOCC1)Cc1cn(C)c2ccccc12 | -2%
O=C(C1CCN(Cc2cccs2)CC1)N1CCN(Cc2ccc3c(c2)OCO3)CC1 | -10%
C=C(C)c1cccc(C(C)(C)NC(=O)NCc2ccc(OC)cc2)c1 | 0%
C[C@H](CO)N1C[C@H](C)[C@@H](CN(C)S(=O)(=O)c2cn(C)cn2)Oc2cc(Br)ccc2S1(=O)=O | 1%
Cc1ccc(C)c(N2CCN(CCCNC(=O)c3cnn(-c4ccc(F)cc4)c3C3CCN(C(=O)OC(C)(C)C)CC3)CC2)c1 | -16%
Cc1ccc(Nc2c([N+](=O)[O-])ccc3c2=NC2(CCCCC2)N=3)cc1 | 3%
COc1ccc2c(c1)c(C(=O)N/N=C/c1ccc(O)c(O)c1)c(C)n2C | -12%
O=c1cc(N2CCCCC2)[nH]c(=O)n1C1CCCCC1 | 0%
Oc1c(C(c2ccccc2)N2CCN(Cc3ccccc3)CC2)sc2ncnn12 (configuration not stated) | -6%
CCOc1ccc(C(=O)Nc2nnc(S(=O)(=O)Nc3ccccc3C)s2)cc1 | 0%
Cc1cc(=O)[nH]c2nnc(SCC(=O)Nc3ccc(OC(F)(F)F)cc3)n12 | -9%

Additional results
SMILES	aSyn yeast rescue
CCCCCC(=O)N1C[C@H](O)[C@@H](n2cc(-c3ccc(F)cc3)nn2)C[C@@H]1c1ccccc1	0%
Cc1cc(C)cc(NC(=O)C(=O)NCCc2c[nH]c3ccccc23)c1	9%
Cc1ccc(C)c(NC(=O)CN(C)C(=O)c2sccc2C)c1	-4%
Cc1cc(C)c(NC(=O)Cn2c(=O)n(Cc3ccc4c(c3)OCO4)c(=O)c3ccc(C(=O)NC4CCCCC4)cc32)c(C)c1	7%
O=C(OCc1ccccc1)N1CCC2CC1c1ccc(N3CCNCC3)cc12 (configuration not stated)	3%
CC(C)N(C(=S)NCc1ccccc1)c1ccccc1	21%
COC(=O)Cc1ccc(NC(=S)NCc2ccco2)cc1	-4%
Cc1ccccc1-n1c2nc(=O)[nH]c(=O)c-2cc2c(Cl)cccc21	9%
Cc1ccc(C(C)C)c(OCC(=O)Nc2ccc(S(=O)(=O)Nc3onc(C)c3C)cc2)c1	-11%
CC(=O)c1cc(C(C)=O)c(C)nc1C	-3%
COc1ccc(N(C(=O)c2cccnc2)S(=O)(=O)c2ccccc2)cc1	-12%
O=C(NCCCN1CCN(c2ccc(F)cc2)CC1)c1sc2ncccc2c1-n1cccc1	3%
CC(C)CN(C(=O)CCC(=O)OCC(=O)N(C)c1ccccc1)c1c(N)n(CC(C)C)c(=O)[nH]c1=O	7%
CCC(=O)N1CCCc2cc(S(=O)(=O)N3CCC(C(=O)Nc4ccccc4CC)CC3)ccc21	-11%
O=S(=O)(NC1CCCCC1)c1ccc(Cl)nc1	1%
O=C(Nc1cccc(C(=O)O)c1)/C(=C/c1cccc([N+](=O)[O-])c1)NC(=O)c1cccc(Br)c1	3%
COc1ccc(-c2cc(C(=O)Oc3cccc(C)c3C)c3ccccc3n2)cc1	-6%
CCCCn1c(=O)nc2n(-c3ccc(Br)cc3)c3ccccc3cc-2c1=O	5%
Cc1ccc(NC(=O)c2ccc(CNc3c(N4CCC(C)CC4)c(=O)c3=O)cc2)cc1	-2%
CN(C)Cc1ccccc1Sc1ccc2c(c1)CCCC2	-5%
CCN(CC)C(=O)C1=C(C)Nc2nc3ccccc3n2C1c1cccc(Cl)c1 (configuration not stated)	-3%
Cc1cccc(CCNC(=O)c2ccc3c(c2)N(Cc2ccccc2F)C(=O)c2ccccc2S3)c1	3%
CC(C)c1ccc(NC(=O)C2CCCN(S(=O)(=O)c3ccc4[nH]c(=O)ccc4c3)C2)cc1 (configuration not stated)	2%
